Screening results deposited in PubChem by several laboratories.
eIF4E 4G PPI: eIF4E/eIF4G interaction inhibition in translation initiation; inhibition, % at 21.7 µM; 220,000 compounds, 0.37% hits; TR-FRET eIF4E-eIF4GI(517-606) binding, 2 h; AID 782;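 active = inhibition above about 30%, limit read from the data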;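 also: 0% = full FRET control wells and 100% = background wells lacking eIF4GI fragment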
PERK inhibitor: human PERK inhibition, primary cell-based screen; CHO PERK-DD fusion, SEAP luminescence translation reporter; Q9NZJ5; inhibition, % at 5.6 µM; 220,000 compounds, 0.17% hits; AID 1416;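 active = inhibition above the mean inhibition of all tested compounds plus 3 SD, set separately per screening campaign, cut at about 2.9% in these data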;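 also: PERK kinase domain activated by AP20187 dimerizer at 100 nM; 0% = DMSO with dimerizer and 100% = rapamycin at 8.4 µM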
Target sequence (Q9NZJ5 whole entry, looked up, the tested form may be a part): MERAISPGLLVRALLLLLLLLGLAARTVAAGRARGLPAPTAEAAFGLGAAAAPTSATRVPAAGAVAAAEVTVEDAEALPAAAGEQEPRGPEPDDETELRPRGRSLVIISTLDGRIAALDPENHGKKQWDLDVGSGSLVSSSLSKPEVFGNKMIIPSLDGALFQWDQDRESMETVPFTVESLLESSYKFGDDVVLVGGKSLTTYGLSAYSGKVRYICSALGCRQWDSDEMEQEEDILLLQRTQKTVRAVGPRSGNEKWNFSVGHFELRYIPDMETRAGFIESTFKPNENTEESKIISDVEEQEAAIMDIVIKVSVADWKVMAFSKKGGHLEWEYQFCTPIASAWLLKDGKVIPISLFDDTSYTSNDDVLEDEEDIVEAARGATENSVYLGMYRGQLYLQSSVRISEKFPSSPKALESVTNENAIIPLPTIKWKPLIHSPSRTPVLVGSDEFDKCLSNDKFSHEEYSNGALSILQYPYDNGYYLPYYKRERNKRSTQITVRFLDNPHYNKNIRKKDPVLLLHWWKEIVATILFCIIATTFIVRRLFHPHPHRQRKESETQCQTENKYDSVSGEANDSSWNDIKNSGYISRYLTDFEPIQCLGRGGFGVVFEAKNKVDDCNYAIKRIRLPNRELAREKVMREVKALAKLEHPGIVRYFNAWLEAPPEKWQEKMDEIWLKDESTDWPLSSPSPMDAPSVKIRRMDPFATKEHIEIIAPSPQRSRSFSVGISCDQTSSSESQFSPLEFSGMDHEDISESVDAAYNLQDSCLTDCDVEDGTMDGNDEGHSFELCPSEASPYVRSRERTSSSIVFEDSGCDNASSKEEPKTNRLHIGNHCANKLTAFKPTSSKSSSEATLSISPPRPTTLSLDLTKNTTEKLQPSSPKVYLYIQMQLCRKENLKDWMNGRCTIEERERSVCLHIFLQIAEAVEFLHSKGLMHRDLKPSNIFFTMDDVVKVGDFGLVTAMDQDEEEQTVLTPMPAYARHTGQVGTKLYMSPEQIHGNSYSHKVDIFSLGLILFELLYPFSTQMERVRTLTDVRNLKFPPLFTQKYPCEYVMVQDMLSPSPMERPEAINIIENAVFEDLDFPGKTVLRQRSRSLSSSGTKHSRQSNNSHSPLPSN
TNF death inh: TNF-alpha cell death inhibition in Jurkat FADD-/- cells; Jurkat FADD-/- TNF necroptosis rescue, ATP luminescence, 24 h; 0 = TNF only, 100 = no-TNF cells; activation (protection from cell death), % at 10 µM; 220,000 compounds, 0.068% hits; AID 463075;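 active = activation, meaning protection from cell death, of at least 50% relative to plate controls; inactive = activation below 50%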;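 also: necroptosis triggered by 40 ng/mL TNF-alpha added together with compound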
Calpain2 inh: calpain II (pig) inhibition. inhibition, % at 16 µM. 220,000 compounds, 0.37% hits. purified calpain II, fluorogenic peptide substrate, 30 min;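 active = inhibition above about 50%, limit read from the data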
Cl transport mod: modulators of human KCC2 chloride dependent transport; Q9H2X9; KCC2 cells, thallium flux FluoZin-2 fluorescence; B-score of Tl+ flux slope (higher = more flux/activation; lower = inhibition) at 10 µM; 190,000 compounds, 2.2% hits; AID 1456;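 active = thallium flux slope and its plate-corrected score both differing from the plate sample mean at a set confidence after two filtering rounds, in either direction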;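 also: slope of fluorescence scaled to starting intensity during 10 to 20 s after thallium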
EBV gp42 block: EBV gp42 inhibition; Q1HVG2; Fluorescence polarization binding assay, mP read-out; inhibition, % (tested at 21.74 µM); 220,000 compounds, 0.42% hits; in the data active = inhibition above about 50%
MDM2 E3 inh: blocks human Mdm2 ubiquitin ligase activity; AID 1230; Q00987; cell-based MDM2 ubiquitination luciferase reporter, 2 h; 0 = plate control, 100 = twice control, blank-subtracted; 210,000 compounds, 0.11% hits; signal enhancement, % at 5 µM;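 active = signal enhancement of 30% or more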;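 also: luminescence tracks abundance of the self-degrading MDM2-luciferase fusion protein; higher signal means inhibition of MDM2 E3 ligase activity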
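Assay system: stable mammalian line carrying autodegrading MDM2–luciferase fusion reporter; amount: 2000 cells seeded into each well; buffer or medium: DMEM; benchmarks: plate control and blank wells; signal: luciferase luminescence; timing: 2 h compound exposure at 37 °C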
zVAD death inh: L929 zVAD cell death inhibition; L929 zVAD necroptosis rescue, ATP luminescence, 24 h; with zVAD 60 µM; viability rescue, % at 10 µM; 220,000 compounds, 0.38% hits; AID 1377;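 active = activation, scaled between plate controls, above about 75%, limit read from the data; inactive = activation under that limit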;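 also: 0% = zVAD with DMSO and 100% = DMSO alone without zVAD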
Rad51 HR inh: Rad51 (human) homologous recombination inhibition. Q06609. hRad51 DNA strand exchange, fluorescence dequenching. inhibition, % at 10 µM. 200,000 compounds, 0.085% hits. AID 1385;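 active = inhibition above 40% at the single screening dose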;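 also: 0% = DMSO control wells and 100% = blanks with heterologous ssDNA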
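Test system: preformed human Rad51 ssDNA filaments. Compound dosing: single dose, 10 µM final compound. Incubation: filaments 15 min 37 °C, then compound 30 min. Technique: FRET fluorescence dequenching, excitation 485 nm, emission 520 nm. Read-out basis: percent inhibition from fluorescence, normalised to plate control and blank means. Benchmarks: plate controls and plate blanks.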
* = called active by the depositor; i = inactive; · = no result given; [ ] = dose if it differs, or a comment.

canonical_smiles	eIF4E 4G PPI	PERK inhibitor	TNF death inh	Calpain2 inh	Cl transport mod	EBV gp42 block	MDM2 E3 inh	zVAD death inh	Rad51 HR inh
COc1cc(OC)cc(C(=O)N[C@H](C(=O)Nc2ccccc2N2CCOCC2)C(C)C)c1	-1	-0.6	-0.5	2	0.21	-24	4	-0.2	-7
Cc1nc(CS(=O)(=O)c2ccc(Cl)cc2)sc1C(=O)O	1	2.6	0.1	-20	0.39	-1	-15	0.0	2
Cc1occc1-c1nnc(SCC(=O)NCCc2ccccc2)n1C(C)c1ccccc1 (centres undefined)	-1	-0.3	1.2	6	-1.7	-29	4	-0.8	-4
O=C(NCCOC(=O)c1ccc(S(=O)(=O)N2CCOCC2)cc1)c1cccnc1	3	-0.7	1.7	7	0.29	-2	4	1.1	-9
N#CC1=C(N)N(c2ccc(F)cc2)C(=O)C1	3	0.8	-0.7	16	·	-8	-12	0.2	2
CC1CCN(C(=O)c2cc3nc(-c4ccccc4)cc(-c4ccccc4)n3n2)CC1	-12	-1.4	-0.3	-223	·	-20	-21	0.1	2
COc1ccc(-c2ncccc2OC(=O)C23CC4CC(CC(C4)C2)C3)cc1	-1	-0.2	3.2	16	-1	16	-10	0.9	4
Cc1ccc(C)c(Cc2c(C)nc(C)[nH]c2=O)c1	3[fluorescence artefact?]	0.8	0.5	6	0.0035	3	1	0.1	5
COC(=O)c1ccc2nc(NC(=O)C(C)(C)C)sc2c1	2	-0.8	-2.6	91*	-1.8	-5	-70	0.0	-4
O=C(CSc1nc2c(sc3ccccc32)c(=O)n1-c1ccccc1)NCc1ccco1	-1	-0.8	6.3	-96	-2.1	-7	3	1.0	3
CC(=O)C1=C(C)NC(SCc2cccc3ccccc23)=C(C#N)C1c1ccco1 (centres undefined)	0	-0.2	-3.5	8	-1	-21	-8	1.1	-7
COc1cc2c(cc1OC)CN(Cc1cc(OC)c(O)c(OC)c1)CC2	-3	-0.4	0.5	9	-0.32	-5	-21	1.5	1
COc1cc(-n2nnnc2SCC(=O)N2CCN(c3ccc(F)cc3)CC2)c(OC)cc1Cl	-1	-0.6	1.3	7	-0.09	-17	-3	0.1	-4
CN(C)S(=O)(=O)N1CCN(C(=O)N(c2ccccc2)c2ccccc2)CC1	8	0.3	0.1	-17	1.9	-21	·	-0.7	5
Clc1ccc(-n2cccc2/C=N/n2cnnc2)cc1	0[fluorescence artefact?]	-0.1	-0.5	10	0.62	-21	-14	-1.1	-1
CC(C)CCOCC1CC2(CC(C)(c3csc(N)n3)OC2=O)C(=O)O1 (centres undefined)	2[fluorescence artefact?]	0.3	-0.2	-15	·	-10	-2	0.1	3
CC(C)(NC(=O)N1CCOCC1)c1cccc(C(C)(C)NC(=O)N2CCOCC2)c1	·	0.0	-0.7	·	0.4	·	·	-0.1	5
Cc1cc(C)n(-c2nc3ccccc3c(=O)n2OCCOc2ccccc2)n1	0	-1.2	0.1	-6	0.36	-8	·	0.0	-1
CC(C)(C)n1nnnc1C(c1ccc(Cl)cc1)N1CCSCC1 (centres undefined)	7	-0.6	0.1	-67	-0.49	-7	10	0.2	-3
CNCCOc1ccccc1OC(C)C	-9	1.3	0.0	-9	-0.2	0	-17	0.6	9
CCc1nnc(NC(=O)C(C)Sc2ccccc2)s1 (centres undefined)	1	-0.8	4.5	-21	·	-11	-2	-0.1	-8
O=C(O)CSc1nnc(-c2ccncc2)n1-c1ccc(Cl)cc1	4	0.8	-1.1	19	-0.41	10	-20	0.8	-1
CCOC(=O)c1cc(C#N)c(SCC(=O)Nc2ccc(C(C)=O)cc2)[nH]c1=O	3	1.4	0.2	-10	-0.93	-16	-10	0.9	·
Cc1noc2ncc(C(=O)c3cc(F)ccc3O)cc12	2	1.0	-1.5	-20	-0.023	-11	-6	0.1	-4
CCOc1cc(/C=C2/C(=O)N(c3ccccc3)N=C2C)ccc1OC(=O)c1ccco1	-6	0.5	-6.9	3	0.29	3	-21	0.8	-25
CN(C)S(=O)(=O)c1cccc(C(=O)Nc2ccc(S(=O)(=O)N3CCCC3)cc2)c1	-1	0.1	0.5	20	-0.061	-14	8	3.0	4
COc1cccc(NC(=S)N(Cc2ccccn2)Cc2ccccc2Cl)c1	4	0.1	-1.1	10	-0.4	-13	-3	-0.1	-2
CN1CCN(c2ncnc3c2cnn3-c2ccc(Cl)cc2)CC1	-1	-0.6	-3.1	-20	-0.81	-4	-50	0.7	-8
CC1=NNC(=O)C1C(c1ccccc1)C(C#N)C#N (centres undefined)	0	0.1	0.1	-8	-1	-13	-21	0.2	-1
Cc1oc2cc([N+](=O)[O-])c(O)c([N+](=O)[O-])c2c1C(=O)c1ccc(Cl)cc1	4	0.8	0.0	29	-2.2	-7	-18	0.8	-7

Results in MDM2 E3 inh and TNF death inh, for 2 of the compounds above:
canonical_smiles | MDM2 E3 inh | TNF death inh
Cc1nc(CS(=O)(=O)c2ccc(Cl)cc2)sc1C(=O)O | -15 | 0.1
Cc1occc1-c1nnc(SCC(=O)NCCc2ccccc2)n1C(C)c1ccccc1 (centres undefined) | 4 | 1.2

Other records
canonical_smiles	eIF4E 4G PPI	PERK inhibitor	TNF death inh	Calpain2 inh	Cl transport mod	EBV gp42 block	MDM2 E3 inh	zVAD death inh	Rad51 HR inh
C/C=C/c1ccccc1OCc1ccc(C(=O)O)o1	1	1.5	-0.6	4	0.044	0	-12	-0.2	-2
COc1ccc2c(c1)c1c3n2CCN(C)C3=NCC1	1	0.4	2.6	-96	0.75	-21	-9	-0.2	-4
N/C(=N\OC(=O)c1cc(-c2ccccc2)nc2ccccc12)c1ccncc1	-2	0.6	-4.0	-41	·	-24	5	0.6	8
CS(=O)(=O)Nc1nc2ccccc2[nH]1	0	1.1	4.8	-6	0.021	-18	-3	0.0	8
Cc1ccc2[nH]c(=O)c(-c3nc4c(C)cccn4c3NCc3ccco3)cc2c1	·	-0.7	0.1	-8	·	-22	-31	0.6	0
CCn1c(CC(=O)Nc2ccccc2)n[nH]c1=S	0	-0.1	-1.2	3	0.062	-12	-1	8.9	2
COc1cccc(C2c3c(-c4ccccc4O)n[nH]c3C(=O)N2Cc2ccco2)c1 (centres undefined)	2	-1.4	-1.7	-8	-0.0068	26	-9	1.3	·
c1ccc(-c2n[nH]c(-c3ccccc3)c2-c2nc3ccccc3[nH]2)cc1	3[fluorescence artefact?]	0.5	-3.2	-32	-0.5	-4	-23	-0.1	2
C=CCNC1=C(Cl)C(=O)N(c2ccccc2Cl)C1=O	-19	1.3	0.4	9	0.035	5	-9	2.0	-4
O=C(CN1C(=O)CSc2ccccc21)Nc1ccc2c(c1)OCCO2	-20	-1.2	1.2	-36	0.81	-16	0	0.0	-4
O=C(NCCCNCc1ccccc1)/C(=N\O)c1ccccc1	5[fluorescence artefact?]	0.8	1.4	-25	·	-19	-6	0.7	3
COc1cc(C2CC(=O)NC3=C2C(=O)CC(C)(C)C3)ccc1O (centres undefined)	5	0.5	-1.2	13	-0.17	-10	3	0.1	1
Cc1cc(C)n(C(=O)Cn2nc([N+](=O)[O-])c(Br)c2C)n1	-1	1.0	1.3	-10	0.74	-4	-1	0.4	3
COCC(O)CNc1ccccc1 (centres undefined)	-2[fluorescence artefact?]	1.6	2.5	-4	0.88	-11	8	1.4	·
CCn1c(CCNC(=O)c2cccs2)nnc1SCC(=O)Nc1ccc(Cl)cc1	1[fluorescence artefact?]	-0.3	-0.5	-7	-1.3	1	-2	-0.3	0
O=C(NCc1nc2ccccc2[nH]1)c1ccco1	2	1.3	-1.0	-31	0.63	-10	-6	-1.0	-5
Cc1ccc(NC2c3ncccc3C(=O)N2Cc2cccs2)cc1C (centres undefined)	2	-0.6	-1.7	8	-0.88	-19	-15	-0.6	-4
CC(=O)Nc1cccc(-c2csc(Nc3cc(C)ccn3)n2)c1	·	0.6	-5.3	-26	·	-11	-6	2.1	2
Cn1c(NNC(=O)c2cccc3ccccc23)cc(=O)n(C)c1=O	2	0.7	-1.9	-22	0.88	-6	1	1.9	6
C=CCC(=O)NC(C)c1cnn(-c2ccccc2C)c1C (centres undefined)	0	0.3	0.0	4	0.16	-7	-1	3.4	-2
COc1ccc(CCNC(=S)NCc2ccc(Cl)c(Cl)c2)cc1OC	-9	1.0	-1.2	-5	0.0078	8	-5	3.3	21
CCOC(=O)c1c(Cc2ccc(Cl)cc2)c[nH]c1C	1	0.7	1.7	0	-0.92	12	-7	0.1	-3
CC1=C(C(N)=O)C(c2ccncc2)n2nc(-c3ccccc3Cl)nc2N1 (centres undefined)	1	0.2	0.2	-45	0.65	1	-13	0.2	-11
CC(C)CCN(C(=S)Nc1cccc(F)c1)C(C)c1cccs1 (centres undefined)	-1	1.0	0.4	32	0.58	-28	-8	-1.1	-28
COc1ccc(C2C(C#N)C(C#N)N3CCCN23)cc1 (centres undefined)	9[fluorescence artefact?]	0.5	-0.3	9	0.83	1	-12	0.2	-1
Cc1nc2ccccc2c2oc(C(=O)NCCN3CCCCC3C)cc12 (centres undefined)	1	0.0	1.1	-20	-0.7	-6	-2	2.8	-15
COc1ccc(/C=C(/NC(=O)c2ccc([N+](=O)[O-])cc2)C(=O)NCCCN(C)C)cc1	1	0.8	0.9	9	1.5	-9	1	-1.4	-32
C=CCn1cnc2c(nnn2Cc2ccc(F)cc2)c1=O	-1	-0.8	1.5	-5	0.6	-3	-2	0.1	-1
C/C(=N\NC(=O)CC1N=C(Cc2ccccc2)NNC1=O)c1ccc(C)cc1 (centres undefined)	-12	0.3	-2.8	-25	0.37	2	-14	0.1	1
CCOC(=O)CC(c1ccc(N)cc1)n1c(C)ccc1C (centres undefined)	0	0.8	-0.9	20	0.094	-3	-20	-1.3	·
Cc1cc(-c2ccco2)n2c(nc3ccccc32)c1C#N	-1	-0.6	-5.3	-44	-0.78	27	-24	0.5	·
O=C(Nc1ccc(F)cc1)NC1CCN(Cc2c(F)cccc2Cl)CC1	1	-0.6	-2.2	-2	-1.2	-10	-10	9.7	12
O=C(CCSCCc1ccccn1)Nc1cccc([N+](=O)[O-])c1	-4	0.6	-0.6	-17	-1.5	-25	-3	1.7	16
CCOc1ccc(NC(=S)N2CCC(c3nc4ccccc4[nH]3)CC2)cc1	-2	-0.3	-0.2	-11	-0.36	-7	-3	4.4	3
Fc1ccc(Cn2cccc2C2=NC(c3ccccc3)CO2)cc1 (centres undefined)	0	0.2	-0.1	43	-0.11	-7	-5	-0.8	6
CC(C)(C)N1C(=O)Cc2c1nc(N)c1c(N)nc(N3CCCCC3CO)c(C#N)c21 (centres undefined)	-12[fluorescence artefact?]	0.0	-15	i	·	-7	13	1.1	4
CCCCc1c(C)c(C#N)c2nc3ccccc3n2c1Cl	0	0.8	-14	-87	0.19	-13	-2	2.4	3

An unsorted share of the library; 3.6% or so of the library scored in one or more.
